Screens deposited in PubChem by National Center for Advancing Translational Sciences (NCATS).
FLuc counter – inhibits or activates purified firefly luciferase, miR-21 counter-screen; P08659; purified FLuc, Km substrates, luminescence inhibition; Potency, µM (highest dose often 57.5 µM), for the others: top-dose activity change, negative = inhibition, actives largely listed as inhibitors; 360,000 tested, 6.9% active; AID 588342;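 further: plate controls were vehicle for no effect and reference inhibitor for full effect; nearly all actives have a fitted effect of over 55% in size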
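Biochemical qHTS of compounds, final roughly 60 µM downward over six points, against 10 nM purified firefly luciferase using Km concentrations of substrates (10 uM D-luciferin, 10 uM ATP) in Tris acetate pH 7.5 buffer; luminescence output.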
BRCA1 expr act – activators of BRCA1 expression. MCF7-BRCA1-FFLuc reporter, luminescence, 48 h; response scale: scaled: vehicle 0%, 10 µM genistein 100%. Potency, µM (series often up to 46.1 µM), for the others: top-dose activation, usual class: activators. 380,000 tested, 1.1% active; further: nearly all actives have a fitted effect of over 80% in size; some results filed as inactive show a strong effect at the top dose
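48 h compound treatment of MCF7-BRCA1-FFLuc cells (phenol-red free MEM, 37 °C), then 15 min with luciferase substrate and luminescence imaging.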
ELG1 genotox – induces genotoxicity in HEK293T cells with luciferase-tagged ELG1 | HEK293T ELG1-luciferase reporter, luminescence, 16 h | Potency, µM (highest dose often 46 µM), without a hit: at the highest dose activity change, positive = activation, hits mostly activators | 330,000 tested, 1.3% active; further: % of control where 0% means no effect; nearly all actives have a fitted effect of over 60% in size
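Quantitative HTS format in 1536-well plates. HEK293T ELG1-luciferase reporter cells receive test compound and are incubated 16 hr at 37 °C, 5% CO2; ONE-Glo added, 30 min room temperature, then luminescence read.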
MBNL1 CUG block – inhibitors of human MBNL1 binding to CUG repeat RNA; Potency, µM (top dose mostly 57.5 µM), without a hit: at the top dose activity change, negative = inhibition, actives largely listed as inhibitors; 280,000 tested, 0.036% active; TR-FRET MBNL1-His/biotin-(CUG)12 binding, 665/545 ratio; active means well fitted inhibition curve with a large enough effect in the signal ratio, with a control signal flat, not every such curve was filed as active; inconclusive means small, poorly fitted or top-dose-only effect, or effect the other way, or a change in a side signal; inactive means no such curve, though single readings can be large or run the other way; the % refers to the signal ratio; further: on the % scale 0 is the no-effect control and ±100 the full control effect
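TR-FRET between His-tagged MBNL1 and biotin-(CUG)12 RNA, detected with Tb anti-His antibody (0.055 ng/ul) and streptavidin-XL665 (5 nM), 60 min at room temperature. Compounds titrated 92 nM to 58 uM; 665/545 nm ratio normalized to buffer and complex controls.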
VP16 counter – counter-screen for ROR gamma inhibitors: Gal4-VP16 reporter; Drosophila S2 Gal4-VP16 UAS-luciferase, luminescence, 20 h; 310,000 tested, 3.5% active; AID 2546; Potency, µM (top dose mostly 53.6 µM), for inactives: at the top dose activity, negative = inhibition, hits mostly inhibitors;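 further: Gal4-VP16 expression switched on by copper sulfate through the metallothionein promoter; on the % scale 0 is the no-effect control and ±100 the full control effect; nearly all actives have a fitted effect of over 50% in size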
p53 reactivation – restores transcriptional activity of mutant p53; AID 504706; H1299 p53-A138V BP100-luciferase reporter, luminescence, 24 h; 320,000 tested, 0.063% active; Potency, µM (series often up to 92.2 µM), inactives show top-dose activity change, positive = activation, hits mostly activators; further: % of control where 0% means no effect; nearly all actives have a fitted effect of over 45% in size
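H1299 (p53-null), stable ts p53-A138V + BP100-Luc; 1000 cells/well, Opti-MEM/10% FBS; cpd 4 pt, 1:5; 24 h, 37 deg C, 5% CO2; detection reagent 10 min RT; luminescence.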
RORg inh – inhibitors of mouse ROR gamma transcriptional activity; AID 2551; 310,000 tested, 5.4% active; Potency, µM (titrated, usually from 53.6 µM), for the others: at the top dose activity change, negative = inhibition, most hits filed as inhibitors; Drosophila S2 Gal4-RORgamma UAS-luciferase reporter, 20 h; P51450; further: on the % scale 0 is the no-effect control and ±100 the full control effect; nearly all actives have a fitted effect of over 60% in size
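In this cell-based reporter format, copper sulfate (700 uM final) drives Gal4–ROR gamma fusion expression from a metallothionein promoter in Drosophila Schneider cells; compounds preincubated 1 hr, reporter read after 20 hr at ambient temperature.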
CXXC DNA block – MLL CXXC-DNA interaction inhibition; 290,000 tested, 0.037% active; Potency, µM (series often up to 115 µM), inactives show at the highest dose activity change, negative = inhibition, actives largely listed as inhibitors; Q03164; MLL-CXXC / FITC-HOXA9 DNA fluorescence polarization; AID 2662; active means well fitted inhibition curve with a large enough effect in the polarisation, with a control signal flat, not every such curve was filed as active; inconclusive means small, poorly fitted or top-dose-only effect, or effect the other way, or a change in a side signal; inactive means no such curve, though single readings can be large or run the other way; the % refers to the polarisation
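Fluorescence polarization: 7 uM MLL-CXXC (stock) preincubated 5 min with compounds, then 50 nM fluorescein-HOX-A9 DNA (stock) added; 30 min ambient. Buffer 50 mM Tris-HCl pH 7.5, 50 mM NaCl, 1 mM DTT, 0.05% BSA.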
NPC1 promoter act – activates the NPC1 promoter; Huh7 NPC1 promoter luciferase reporter, 24 h; Potency, µM (top dose mostly 9.22 µM), for inactives: at the top dose activation, actives largely listed as activators; 320,000 tested, 2.4% active; AID 485313;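 further: % of control where 0% means no effect; nearly all actives have a fitted effect of over 60% in size; reporter is driven by a mutant NPC1 promoter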
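Quantitative HTS used a cell-based reporter: Huh7 cells stably bearing the NPC1 promoter upstream of luciferase were treated with compounds for 24 h, and promoter activation was read as luminescence.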
uPA surface inh – cell surface uPA generation inhibition; cell surface uPA generation assay, qHTS; Potency, µM (highest dose often 38.3 µM), without a hit: top-dose activity change, negative = inhibition, most hits filed as inhibitors; 330,000 tested, 0.31% active; AID 540303; active means well fitted inhibition curve with a large enough effect; inconclusive means small, poorly fitted or top-dose-only effect; inactive means no such curve, though single readings can be large or run the other way; tested in mouse RAW 264.7 cells; further: on the % scale 0 is the no-effect control and ±100 the full control effect; nearly all actives have a fitted effect of over 55% in size
Rab9 prom act – Rab9 promoter activation; Huh7 Rab9 promoter-luciferase reporter, luminescence, 24 h; Potency, µM (titrated, usually from 9.22 µM), without a hit: top-dose activation, negative = inhibition, actives largely listed as activators; 320,000 tested, 2.8% active; AID 485297; further: % of control where 0% means no effect; nearly all actives have a fitted effect of over 60% in size
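Rab9 promoter-driven luciferase in stably transfected Huh7 cells; 1500 cells/well rested 2 h, exposed to compound in DMSO for 24 h at 37 °C, 5% CO2. Luminescence read 10 min after adding luciferase reagent at ambient temperature.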
The depositor's hits bear a star; [ ] = another dose, or the depositor's remark. Unless noted, the call rests on the fitted dose curve; in most records, active means well fitted curve in the direction sought with a large enough effect; inconclusive means small, poorly fitted or top-dose-only effect, or another doubt; inactive means no such curve, though single readings can be large; an effect the other way counts as inactive or inconclusive. Potency means the concentration at half of the fitted maximal effect. Not all compounds are listed, so the mix of outcomes need not match the whole.

How did CO/N=C(\Cn1ncc(N2CCOCC2)c(Br)c1=O)c1ccc(Cl)cc1 do in these assays?
FLuc counter: 0%; BRCA1 expr act: -10%; ELG1 genotox: -3%; MBNL1 CUG block: 12%; VP16 counter: 0%; p53 reactivation: -3%; RORg inh: 31%; CXXC DNA block: -1%; NPC1 promoter act: -2%; uPA surface inh: 16%; Rab9 prom act: 1%

How did CCOn1c(=O)c(-c2ccc(F)cc2)[n+]([O-])c2ccccc21 do in these assays?
FLuc counter: 0%; BRCA1 expr act: -2%; ELG1 genotox: 2%; MBNL1 CUG block: inconclusive; VP16 counter: 17%; p53 reactivation: 4%; RORg inh: 1%; CXXC DNA block: 12%; NPC1 promoter act: -2%; uPA surface inh: -18%; Rab9 prom act: 3%

Results for CCOC(=O)c1cc(NC(=O)c2ccccc2)c(=O)n2c1oc1ccccc12 ?
FLuc counter: 0%; BRCA1 expr act: -20%; ELG1 genotox: 5%; MBNL1 CUG block: 3%; VP16 counter: -5%; p53 reactivation: 0%; RORg inh: 0%; CXXC DNA block: 13%; NPC1 promoter act: -5%; uPA surface inh: 2%; Rab9 prom act: -2%

What do the screens show for `CCCC(=O)Nc1ccc(Cl)c(NC(=S)NC(=O)C(C)C)c1`?
FLuc counter: 6%; BRCA1 expr act: -24%; ELG1 genotox: -17%; MBNL1 CUG block: -1%; VP16 counter: -9%; p53 reactivation: -4%; RORg inh: -43%; CXXC DNA block: 15%; NPC1 promoter act: -7%; uPA surface inh: -6%; Rab9 prom act: -13%

How did CCOc1ccc(NC(=S)c2ccc3ccccc3n2)cc1 do in these assays?
FLuc counter: inconclusive; BRCA1 expr act: 0%; ELG1 genotox: 15%; MBNL1 CUG block: -5%; VP16 counter: inconclusive; p53 reactivation: inconclusive; RORg inh: 6.3µM*; CXXC DNA block: -13%; NPC1 promoter act: 3.5µM*; uPA surface inh: 12%; Rab9 prom act: inconclusive

How did Cc1onc(-c2ccccc2)c1C(=O)N1CCN(c2ccccc2F)CC1 do in these assays?
FLuc counter: 0%; BRCA1 expr act: -8%; ELG1 genotox: -10%; MBNL1 CUG block: 5%; VP16 counter: 15%; p53 reactivation: -3%; RORg inh: -6%; CXXC DNA block: 0%; NPC1 promoter act: -5%; uPA surface inh: -5%; Rab9 prom act: -2%

How did Cc1cc(C)nc(NC2=NC3CCCCC3N2)n1 (stereo not drawn) do in these assays?
FLuc counter: 2%; BRCA1 expr act: -55%; ELG1 genotox: -4%; MBNL1 CUG block: -7%; VP16 counter: 10%; p53 reactivation: 23%; RORg inh: 2%; CXXC DNA block: 2%; NPC1 promoter act: 0%; uPA surface inh: -13%; Rab9 prom act: 7%

What do the screens show for `Cc1cc([N+](=O)[O-])nn1CC(=O)N1CCCc2ccccc21`?
FLuc counter: -7%; BRCA1 expr act: 1%; ELG1 genotox: 0%; MBNL1 CUG block: 18%; VP16 counter: -4%; p53 reactivation: 16%; RORg inh: 4%; CXXC DNA block: 3%; NPC1 promoter act: 0%; uPA surface inh: 0%; Rab9 prom act: 10%

What do the screens show for `CCc1ccccc1NC(=O)Cn1nnc(-c2cccnc2)n1`?
FLuc counter: 2%; BRCA1 expr act: -9%; ELG1 genotox: -2%; MBNL1 CUG block: -15%; VP16 counter: 5%; p53 reactivation: -9%; RORg inh: inconclusive; CXXC DNA block: 2%; NPC1 promoter act: 1%; uPA surface inh: 0%; Rab9 prom act: 8%

What do the screens show for `COc1ccc(C(=O)/C=C2/Sc3cc4c(cc3N2C)OCO4)cc1`?
FLuc counter: inconclusive; BRCA1 expr act: 42%; ELG1 genotox: inconclusive; MBNL1 CUG block: 270%[activator]; VP16 counter: -3%; p53 reactivation: 4%; RORg inh: -18%; CXXC DNA block: 0%; NPC1 promoter act: 17%; uPA surface inh: -14%; Rab9 prom act: inconclusive

How did CCOC(=O)c1c(C)oc(NC(=O)CCl)c1C(=O)OCC do in these assays?
FLuc counter: -7%; BRCA1 expr act: 15%; ELG1 genotox: 1%; MBNL1 CUG block: -9%; VP16 counter: inconclusive; p53 reactivation: 5%; RORg inh: inconclusive; CXXC DNA block: -21%; NPC1 promoter act: -3%; uPA surface inh: -5%; Rab9 prom act: 2%

How did O=C(C[n+]1cc(Br)cc(Br)c1)c1cccc([N+](=O)[O-])c1 do in these assays?
FLuc counter: -11%; BRCA1 expr act: -19%; ELG1 genotox: -2%; MBNL1 CUG block: inconclusive; VP16 counter: -3%; p53 reactivation: -1%; RORg inh: 2%; CXXC DNA block: -4%; NPC1 promoter act: -2%; uPA surface inh: 5%; Rab9 prom act: -2%

What do the screens show for `O=C(Nc1cc(S(=O)(=O)N2CCOCC2)ccc1N1CCOCC1)c1ccccc1F`?
FLuc counter: 0%; BRCA1 expr act: -16%; ELG1 genotox: -1%; p53 reactivation: 0%; NPC1 promoter act: 0%; uPA surface inh: -15%; Rab9 prom act: 0%

Results for O=C(N/N=C/c1ccc(O)cc1)c1cccc(C(F)(F)F)c1 ?
FLuc counter: inconclusive; BRCA1 expr act: -42%; ELG1 genotox: 9%; VP16 counter: 3%; p53 reactivation: -2%; RORg inh: -4%[10 µM]; CXXC DNA block: -4%; NPC1 promoter act: 0%; uPA surface inh: 5%; Rab9 prom act: -3%

How did O=C(CCN1CCN(C/C=C/c2ccccc2)CC1)Nc1ccccc1F do in these assays?
FLuc counter: -2%; BRCA1 expr act: -1%; ELG1 genotox: -1%; VP16 counter: -9%; p53 reactivation: -6%; RORg inh: -2%; CXXC DNA block: -2%; NPC1 promoter act: 4%; uPA surface inh: 0%; Rab9 prom act: -6%

What do the screens show for `COc1cccc(OC)c1C(=O)NC(=S)Nc1ccc(N2CCOCC2)c(Cl)c1`?
FLuc counter: -14%; BRCA1 expr act: -28%; ELG1 genotox: -14%; MBNL1 CUG block: 0%; VP16 counter: -29%; p53 reactivation: -2%; RORg inh: 8.9µM*; CXXC DNA block: 3%; NPC1 promoter act: -9%; uPA surface inh: -1%; Rab9 prom act: -8%

Results for CCOC(=O)C1CSc2[nH]c(=O)sc2C1c1ccccc1 (stereo not drawn) ?
FLuc counter: 0%; BRCA1 expr act: -34%; ELG1 genotox: 4%; MBNL1 CUG block: -4%; VP16 counter: 3%; p53 reactivation: -3%; RORg inh: -14%; CXXC DNA block: -8%; NPC1 promoter act: 1%; uPA surface inh: -2%; Rab9 prom act: 3%

What do the screens show for `Cc1ccc(CNC(=O)[C@@H](NC(=O)Cc2ccccc2)C(C)C)cc1`?
FLuc counter: -2%; BRCA1 expr act: -19%; ELG1 genotox: 0%; MBNL1 CUG block: -9%; VP16 counter: 18%; p53 reactivation: 3%; RORg inh: 2%; CXXC DNA block: 7%; NPC1 promoter act: -4%; uPA surface inh: 2%; Rab9 prom act: -7%

What do the screens show for `Cc1c(Cl)cccc1NC(=S)NN`?
FLuc counter: -1%; BRCA1 expr act: -2%; ELG1 genotox: -2%; MBNL1 CUG block: -7%; VP16 counter: 10µM*; p53 reactivation: -6%; RORg inh: 3.5µM*; CXXC DNA block: 4%; NPC1 promoter act: 1%; uPA surface inh: 2%; Rab9 prom act: -8%

What do the screens show for `N#Cc1nc(-c2ccc(F)cc2)oc1NCCN1CCOCC1`?
FLuc counter: -2%; BRCA1 expr act: -18%; ELG1 genotox: 19%; MBNL1 CUG block: 7%; VP16 counter: -2%; p53 reactivation: 8%; RORg inh: -26%; CXXC DNA block: -2%; NPC1 promoter act: 5%; uPA surface inh: 14%; Rab9 prom act: 0%

How did COc1ccc(/C=C2/SC(=O)N(CCCCCC(=O)Nc3ccccc3C(=O)O)C2=S)cc1 do in these assays?
FLuc counter: 17µM*; BRCA1 expr act: -63%; ELG1 genotox: -12%; MBNL1 CUG block: 7%; VP16 counter: inconclusive; p53 reactivation: -4%; RORg inh: inconclusive; CXXC DNA block: 9%; NPC1 promoter act: -12%; uPA surface inh: -2%; Rab9 prom act: -26%

What do the screens show for `CN(C)c1ccc(/C=c2\sc3nc(-c4ccccc4)nn3c2=O)cc1`?
FLuc counter: 1%; ELG1 genotox: 1%; MBNL1 CUG block: 5%; VP16 counter: 0%; p53 reactivation: 5%; RORg inh: -10%; CXXC DNA block: 0%; NPC1 promoter act: 0%; Rab9 prom act: -8%

Results for Cc1ccc(NC(=O)CSc2nnc(-c3cccs3)n2Cc2ccco2)cc1 ?
FLuc counter: 3%; BRCA1 expr act: 7%; ELG1 genotox: -6%; MBNL1 CUG block: 6%; VP16 counter: 1%; p53 reactivation: -7%; RORg inh: 26%; CXXC DNA block: 2%; NPC1 promoter act: -3%; Rab9 prom act: 0%
